# All columns: NCI-60 one-dose screen, growth in % after 48 h at 10 µM unless noted; 100 = growth as untreated, 0 = no growth, -100 = all killed.
# UACC-62 – UACC-62 melanoma | 5.4% of 81,000 active | AID 1794756
# MDA-MB-435 – MDA-MB-435 melanoma; AID 1794794; 7.8% of 82,000 active
# SK-MEL-28 – SK-MEL-28 melanoma; 4.1% of 81,000 active; AID 1794761
# UACC-257 – UACC-257 melanoma | AID 1794764 | 4.4% of 78,000 active
# MALME-3M – MALME-3M melanoma | 5.8% of 78,000 active | AID 1794766
# SK-MEL-5 – SK-MEL-5 melanoma; 6.4% of 80,000 active; AID 1794755
# M14 – M14 melanoma; 6.2% of 80,000 active; AID 1794745
# SK-MEL-2 – SK-MEL-2 melanoma | 4.7% of 77,000 active | AID 1794763
# Active calls of the source: *; nt = no result given; & = joins results of further samples; [ ] = remark or other dose. Rule for the calls: active = growth percent below 10; inactive = the rest. Hits appear at their usual frequency; 11% or so of the library scored in one or more.
smiles	UACC-257	M14	UACC-62	SK-MEL-5	SK-MEL-28	SK-MEL-2	MALME-3M	MDA-MB-435
C/C(=N\NC(=S)Nc1cccc(Cl)c1)c1nnn(-c2ccc([N+](=O)[O-])cc2)c1C	95.5	46.9	43.8	71.8	73.3	71.5	79.3	80.2
CCCCCCCC(=O)C(C)C	nt	94.7	98.7	101.1	97.3	nt	110.3	108.0
O=[N+]([O-])c1ccc(/C=N\NC(=S)Nc2ccc(F)cc2)cc1	104.1&91.4	96.8&113.0	91.0&104.0	101.1&102.0	104.3&103.3	110.3&91.1	92.6	100.5&109.1
O=[N+]([O-])c1ccc2c(N3CCC(CCCC4CCN(c5ncnc6cc([N+](=O)[O-])ccc56)CC4)CC3)ncnc2c1	43.5	81.1	70.3	28.5	87.8	nt	75.5	70.4
CCc1cccc(C(=O)O)c1	93.3	nt	99.1	108.0	112.4	88.0	107.5	91.9
O=S(=O)(NC1CCCCC1)c1ccccc1	90.8	92.3	111.8	121.9	115.9	95.4	95.1	95.2
CS(=O)(=O)c1ccc(NC(=O)c2ccccc2)nc1	95.6	115.3	95.4	100.8	112.0	109.2	108.4	110.9
CN1CCC[C@H]1c1cccnc1	110.4	101.6	120.2	106.3	116.2	nt	107.3	105.7
Cn1c(=O)c2[nH]c(C3CCC3)nc2n(C)c1=O	101.6	114.0	95.5	112.7	109.6	107.0	110.4	108.7
CCCCCCCCOC(=O)c1cc(O)c(O)c(O)c1	82.3	64.3	49.0	33.6	86.7	67.8	nt	nt
C[C@@H]1O[C@@H](OC[C@H]2OC(Oc3c(-c4ccc(O)c(O)c4)oc4cc(O)cc(O)c4c3=O)[C@H](O)[C@@H](O)[C@@H]2O)[C@H](O)[C@H](O)[C@H]1O (some centres undefined)	112.3	96.0	101.9	102.7	108.2	91.9	93.7	107.0
O=C(N/N=C/c1ccc(Br)s1)c1[nH]c2ccc(Br)cc2c1-c1ccccc1	57.2	2.0*	41.7	-27.3*	63.1	18.7	55.1	-5.5*
O=C(c1ccc([N+](=O)[O-])cc1)N(CCO)CCO	100.6	102.3	109.3	109.9	107.4	111.0	95.7	112.4
CC(=O)OC1C=CN(C(C)=O)C(SC(C)(C)C)C1(C)O (centres undefined)	98.0	100.9	103.3	101.6	109.5	107.3	110.2	104.0
Cc1ccc(-c2c(-c3nc4ccccc4s3)c(N)nc3c(N=Nc4ccc(Cl)cc4)c(N)nn23)cc1	102.0	95.9	92.9	100.4	99.5	99.2	86.3	100.2
Cc1cccc2cc(-c3cc4ccccc4[nH]3)/c(=N\NC(=O)c3ccc(Cl)cc3)oc12	100.0	92.2	86.1	98.0	95.3	101.3	92.5	104.7
O=C(Cn1cc(CN2C(=O)c3ccccc3S2(=O)=O)nn1)Nc1cccc2ccccc12	101.3	100.4	85.1	102.6	102.1	98.2	94.8	104.5
COc1ccc(NC(=O)N2CCN(C(=O)Nc3ccc(OC)cc3)CC2)cc1	80.5	87.0	88.8	100.1	116.9	nt	100.7	92.3
COc1cccc2c(=O)c3c(oc12)CCCC3	108.5	122.6	106.6	98.9	113.4	109.1	114.5	114.2
Cn1c(=O)c2c(nc(NCc3ccccc3)n2CC(O)CN2CCN(Cc3ccccc3)CC2)n(C)c1=O (centres undefined)	110.1	115.1	107.9	104.7	101.9	107.6	125.9	105.6
Cc1cn(C2CC(O)C(CO)O2)c(=O)n(C)c1=O (centres undefined)	123.1	102.2	123.6	105.9	100.6	124.1	126.8	119.3
C#Cc1cccc(NC(=O)Nc2ccc(NC(=O)C=C)cc2)c1	95.7[8.25 µM]	89.2[8.25 µM]	98.7[8.25 µM]	103.8[8.25 µM]	102.0[8.25 µM]	97.0[8.25 µM]	86.8[8.25 µM]	90.7[8.25 µM]
CCOC(=O)C(C(C)=O)C1C=Cc2ccccc2N1C(=O)c1ccccc1 (centres undefined)	107.1	90.7	104.4	102.1	106.5	92.0	92.1	106.4
C/C(=C(/C)C1CC1CCNS(=O)(=O)c1ccc(C)cc1)C1CCCCC1 (centres undefined)	87.3	93.3	67.5	89.0	103.3	100.4	nt	106.1
COc1cc(OC)c(S(=O)(=O)NNC(=O)c2ccncc2)cc1C(=O)/C=C/c1cc(OC)c(OC)c(OC)c1	110.2	98.8	99.9	100.3	101.9	114.6	99.6	106.1
O=C(O)c1cn(C2CC2)c2cc(N3CCN(CCN4CCOCC4)CC3)c(F)cc2c1=O	107.0	95.0	98.6	103.5	107.6	95.4	89.1	102.8
Cc1cnc(C=O)c2cccc([N+](=O)[O-])c12	107.3	95.9	102.6	95.5	110.8	102.3	81.1	106.4
CC(C)Sc1nc(-c2ccc(OCc3ccccc3)cc2)c(C#N)c(=O)[nH]1	93.8	105.1	83.2	75.0	114.0	87.8	106.2	95.5
COc1cccc(C(N)=O)c1OC	95.0	105.3	104.8	102.5	110.1	101.3	120.1	106.2
FC(F)(F)c1ccc(-c2nnc3c4[nH]ccc4ncn23)cc1	98.3	92.9	83.2	94.4	101.1	90.5	87.3	100.0
Cc1c2c(c(C)c3c1oc1cc(O)ccc13)C(=O)N(CCN1CCCCC1)C2=O	109.8	91.7	99.2	96.0	106.1	105.0	100.0	93.3
Cc1ccc(NC(=O)CNCC(C)C)cc1Cl	80.6	94.9	96.0	99.6	101.1	109.1	101.7	98.9
COc1ccc(C2=CCCCCC2)c(OC)c1OC	107.0	108.3	99.3	111.9	116.0	110.6	nt	107.8
CCNc1nc2ccccc2c2c(=O)c3ccccc3sc12	107.1	99.2	72.2	83.5	110.9	123.3	105.4	107.3
O=C1Nc2ccc([N+](=O)[O-])cc2C1=Nc1ccc(F)c(Cl)c1	128.4	101.7	58.7	nt	113.5	102.7	101.1	97.5
O=C(CS(=O)(=O)c1ccccc1)Nc1cc(-c2ccccc2)nn1-c1ccccc1	100.1	100.5	69.3	95.0	104.1	101.4	94.7	103.5
CCOc1cc(CNc2cccc3[nH]c(C(F)(F)F)nc23)ccc1OC	98.0	110.5	65.9	79.6	99.8	nt	86.0	74.6
O=C(Nc1ccc(S(=O)(=O)O)cc1)c1ccccc1	90.0	nt	95.7	100.7	102.7	93.2	102.5	107.7
CCCCOC(=O)c1ccccc1Cl	102.5	107.4	113.2	110.5	112.9	nt	92.3	103.2
CNC(=O)c1ccccc1C	97.5	115.9	101.1	107.4	116.8	139.5	111.5	108.0
O=C(O)C1CC(C(=O)O)SS1 (centres undefined)	92.3	109.0	104.1	108.0	108.6	105.0	nt	106.3
CCN(CC)CCC12CC(C)OC1=Nc1ccccc1NC2=O (centres undefined)	nt	100.7	110.4	104.6	104.6	nt	96.0	104.4
COc1cc(Cn2cc3c(c2)-c2onc(CO)c2CC3)cc(OC)c1	91.9	96.5	88.7	92.4	101.0	93.7	88.0	97.0
COC1=CC(=O)OC(/C=C/c2ccccc2)(OC)C1=O (centres undefined)	103.3	94.6	101.9	100.4	102.2	103.4	nt	102.5
CN1CCN(c2nc(NN3C(=O)c4cccc5cccc(c45)C3=O)nc(N3CCOCC3)n2)CC1	100.8	95.2	87.1	96.8	100.8	102.2	94.0	104.5
COc1ccc(NC(=S)Nc2nc3c(=O)[nH]nc(-c4ccc(C)cc4)c3s2)cc1	100.8	93.5	94.9	96.8	103.3	102.5	110.6	91.4
Cc1cc(C)c(CCc2c(C)cc(C)cc2C)c(C)c1	nt	100.3	95.9	105.2	104.0	91.9	97.7	105.9
Cc1ccc(OCC(O)COc2ccc(C)cc2)cc1	78.5	97.3	76.9	95.4	114.9	100.0	83.3	99.1
BrC(c1ccccc1)(c1ccccc1)c1ccccc1	nt	101.3	97.1	108.9	117.8	101.9	97.3	102.6
O=c1c2cc(F)cc(Cl)c2sc2c(NCCCNCCO)nc3ccccc3c12	108.7	62.3	99.9	98.9	108.5	107.1	99.8	61.1
O=C(c1nc2ccccc2[nH]1)C1C(c2ccc(Cl)cc2Cl)C2CSCN2[C@@]12C(=O)Nc1ccccc12 (some centres undefined)	74.4	66.8	57.0	81.9	78.3	84.4	86.2	56.0
C=CC(=O)Nc1ccc(Oc2nccc(Nc3nnc(-c4ccc(C)cc4)s3)n2)cc1	86.5	57.5	44.0	46.0	73.9	79.4	52.6	0.3*
C=C1c2nc3ccccc3n2C=C(c2ccccc2)N1Cc1ccc(Cl)cc1	91.9	94.1	90.9	111.9	126.9	71.8	59.6	94.1
CC(=O)C1N=NCC1c1ccccc1 (centres undefined)	109.6	99.3	83.8	98.4	111.8	97.3	95.2	108.1
Cc1ccc(N)cc1S(=O)(=O)N(C)C	88.4	105.0	97.9	95.9	109.8	96.1	101.0	109.4
CCOC(=O)C(=CNC(=S)Nc1ccc(Cl)c(Cl)c1)C(=O)OCC	91.3	93.1	82.2	91.6	92.3	110.6	84.9	79.6

# (listing goes on)
smiles	UACC-257	M14	UACC-62	SK-MEL-5	SK-MEL-28	SK-MEL-2	MALME-3M	MDA-MB-435
CC[N+]([O-])(CC)CCNc1ccc(CO)c2sc3ccccc3c(=O)c12	nt	103.2	119.3	103.3	106.1	nt	96.9	101.5
CC(=O)c1cccc(NC(=O)c2sc3nc4cc5c(cc4cc3c2N)OCCO5)c1	110.5	103.0	101.0	97.9	114.9	nt	104.5	105.1
N#C/C(=C\c1cccc2cnccc12)N1N=NC2C=CC=CC21 (centres undefined)	46.9	32.6	37.1	46.4	43.8	61.3	36.0	9.3*
O=c1nc(Nc2nc3ccccc3[nH]2)[nH]c(=O)c2ncccc12	111.3	98.9	98.2	96.8	107.7	107.5	96.3	99.2
CCN(c1ccc(C(=O)N2CCN(c3ccccc3)CC2)cc1)S(C)(=O)=O	nt	104.4	105.0	99.6	108.4	100.5	94.2	105.8
c1ccc(-c2nnc(Nc3nnc(-c4ccccc4)s3)s2)cc1	99.1	104.7	103.2	100.3	112.0	nt	101.0	106.3
CC1NC(=O)NC1=O (centres undefined)	90.6	98.7	96.8	104.9	104.7	115.5	108.6	102.9
COc1ccc2[nH]c(-c3ccc(Cl)cc3)cc(=O)c2c1	98.0	95.1	nt	95.6	103.8	96.3	98.6	94.7

# An excerpt from above in order of formula weight, rising:
smiles	UACC-257	M14	UACC-62	SK-MEL-5	SK-MEL-28	SK-MEL-2	MALME-3M	MDA-MB-435
CC1NC(=O)NC1=O (centres undefined)	90.6	98.7	96.8	104.9	104.7	115.5	108.6	102.9
Cc1ccc(N)cc1S(=O)(=O)N(C)C	88.4	105.0	97.9	95.9	109.8	96.1	101.0	109.4
COc1ccc2[nH]c(-c3ccc(Cl)cc3)cc(=O)c2c1	98.0	95.1	nt	95.6	103.8	96.3	98.6	94.7
N#C/C(=C\c1cccc2cnccc12)N1N=NC2C=CC=CC21 (centres undefined)	46.9	32.6	37.1	46.4	43.8	61.3	36.0	9.3*
O=c1nc(Nc2nc3ccccc3[nH]2)[nH]c(=O)c2ncccc12	111.3	98.9	98.2	96.8	107.7	107.5	96.3	99.2
c1ccc(-c2nnc(Nc3nnc(-c4ccccc4)s3)s2)cc1	99.1	104.7	103.2	100.3	112.0	nt	101.0	106.3
CC[N+]([O-])(CC)CCNc1ccc(CO)c2sc3ccccc3c(=O)c12	nt	103.2	119.3	103.3	106.1	nt	96.9	101.5
CCN(c1ccc(C(=O)N2CCN(c3ccccc3)CC2)cc1)S(C)(=O)=O	nt	104.4	105.0	99.6	108.4	100.5	94.2	105.8
CC(=O)c1cccc(NC(=O)c2sc3nc4cc5c(cc4cc3c2N)OCCO5)c1	110.5	103.0	101.0	97.9	114.9	nt	104.5	105.1

# Next section:
smiles	UACC-257	M14	UACC-62	SK-MEL-5	SK-MEL-28	SK-MEL-2	MALME-3M	MDA-MB-435
CCC(/C=N/N=C(N)N)OC (centres undefined)	96.3	95.8	101.2	102.0	103.1	112.5	97.9	102.1
COc1ccc(Oc2ccccc2C(=O)O)cc1	101.6	90.4	73.4	110.4	98.2	104.4	94.2	102.1
O=CC(CO)CC(C=O)n1cnc2c(=O)[nH]cnc21 (centres undefined)	100.5	109.3	90.2	116.1	136.8	79.6	87.2	104.9
Cc1ccc(-c2nn[nH]n2)cc1	101.8	109.0	108.5	113.4	102.4	113.1	nt	102.4
COc1nc(N)nc2n[nH]nc12	85.4	67.3	nt	97.5	93.5	60.7	88.5	84.6
CCOC(=O)c1noc2c1CCc1c-2cn(Cc2ccc(OC)cc2)c1-c1ccc(O)cc1	92.0	94.8	98.0	92.2	97.4	87.7	98.2	105.2
Cc1ccc2nc(/C(C#N)=C(/CCCO)NC(Cc3ccccc3)C(=O)OCc3ccccc3)[nH]c(=O)c2c1 (centres undefined)	121.2	98.4	99.1	73.3	96.4	96.8	125.5	89.5
C=C1C(=O)O[C@H]2[C@H]1CC/C(COC(=O)c1ccc(C#N)cc1)=C\CC[C@@]1(C)O[C@@H]21	52.2	15.6	-25.2*	42.9	3.2*	37.9	-22.4*	24.0
CCOc1ccccc1F	103.4	101.3	102.7	110.0	111.3	102.5	nt	104.2
COc1ccc(C(=O)CSc2nnc(-c3ccc(-c4ccccc4)nc3C)o2)cc1	108.4	104.5	89.0	91.8	105.4	109.6	92.9	99.8
CSc1nc(-c2ccc(Cl)cc2)c(C#N)c(N2CCOCC2)n1	112.5	105.5	74.4	95.6	101.7	104.5	103.4	101.4
CCn1c2ccccc2c2c3ncc4cccn4c3ccc21	91.2	82.7	75.6	92.7	100.3	95.7	nt	98.9
CCN(C)c1ccccc1	103.4	100.4	103.2	100.1	104.7	103.8	96.0	103.9
Clc1ccc(CSc2nnc3c(n2)[nH]c2ccccc23)cc1	116.2	101.8	83.3	110.4	106.9	109.1	107.7	100.9

# Profiles, looked up by structure. Screens in order: UACC-257 | M14 | UACC-62 | SK-MEL-5 | SK-MEL-28 | SK-MEL-2 | MALME-3M | MDA-MB-435
# CC1NC(=O)NC1=O (centres undefined) across the screens: 90.6 | 98.7 | 96.8 | 104.9 | 104.7 | 115.5 | 108.6 | 102.9
# O=C(Cn1cc(CN2C(=O)c3ccccc3S2(=O)=O)nn1)Nc1cccc2ccccc12 across the screens: 101.3 | 100.4 | 85.1 | 102.6 | 102.1 | 98.2 | 94.8 | 104.5
